# Screening results deposited in PubChem BioAssay by several laboratories.
# CCHFV vOTU inh – CCHFV vOTU protease inhibitors, primary screen, biochemical, Pep-AMC substrate, fluorescence | Crimean-Congo hemorrhagic fever virus L polyprotein viral ovarian tumor (vOTU) protease … | inhibition, % at 11.5 µM | actives 0.55% (n = 370,000); further: 0% = vehicle wells with enzyme and 100% = no enzyme wells
# FBA Mtb inh – Mtb FBA enzyme inhibitors, primary screen, biochemical, fluorescence, strain H37Rv | AID 588726, 2011 | actives 2.3% (n = 360,000) | inhibition, % at 1 µM | Fructose-bisphosphate aldolase (Mycobacterium tuberculosis (strain ATCC 25618 / H37Rv)), … | purified M. tuberculosis FBA, fluorescence read-out; in the data active means inhibition above about 27%;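 further: 0% = vehicle and 100% = reference inhibitor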
# Target sequence (P9WQA3 whole entry, looked up): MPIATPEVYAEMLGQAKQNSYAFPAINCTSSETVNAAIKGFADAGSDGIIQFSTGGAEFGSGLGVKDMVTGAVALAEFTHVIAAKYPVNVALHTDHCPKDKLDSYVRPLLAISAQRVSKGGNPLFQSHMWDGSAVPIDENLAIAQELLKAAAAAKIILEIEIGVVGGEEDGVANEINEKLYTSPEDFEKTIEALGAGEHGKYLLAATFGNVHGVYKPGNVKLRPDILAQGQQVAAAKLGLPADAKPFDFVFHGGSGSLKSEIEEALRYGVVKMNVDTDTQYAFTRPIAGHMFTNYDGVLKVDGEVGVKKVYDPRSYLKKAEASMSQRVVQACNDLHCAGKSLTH
# BoNT-A LC inh2 – BoNT/A light chain protease inhibitors, primary screen, biochemical, flow cytometry, MLPCN library; actives 0.17% (n = 360,000); Botulinum neurotoxin type A light chain protease (Clostridium botulinum A str. ATCC 3502); AID 588499, 2011; inhibition, % at 10 µM; multiplex microsphere protease substrate cleavage; in the data active means inhibition above about 30%; inconclusive means no clear call, values can overlap the other calls; further: plate controls were buffer without enzyme for full effect and enzyme alone for no effect
# Mtb BioA inh – M. tuberculosis BioA enzyme inhibitors, primary screen, biochemical, plate reader, single point, HTS; 7,8-diaminopelargonic acid synthase BioA (Mycobacterium tuberculosis); purified M. tuberculosis BioA enzyme; inhibition, % at 9.99 µM; actives 0.096% (n = 360,000); AID 602481, 2012; in the data active means inhibition above about 40%; inconclusive means no clear call, values can overlap the other calls
# PrPC TRFRET – inhibitors of human cell surface prion protein PrPC, primary screen, cell-based, TR-FRET. Major prion protein (Homo sapiens), P04156. TR-FRET read-out. inhibition, % at 13.8 µM. actives 0.43% (n = 370,000). AID 720596, 2013; in the data active means inhibition above about 24%; further: 0% = median of the test wells and 100% = reference compound wells
# FadD28 binding – inhibitors of FadD28 bisubstrate probe binding, primary screen, biochemical, fluorescence polarization, single point | Mycobacterium tuberculosis FadD28 fatty-acid-AMP ligase | inhibition, % at 12.5 µM | actives 0.22% (n = 360,000) | AID 588549, 2011; in the data active means inhibition above about 8.5%, passing the limit was not always enough; inconclusive means no clear call, values can overlap the other calls
# UGM FP inh – M. tuberculosis UGM enzyme inhibitors, primary screen, biochemical, fluorescence polarization, single point; UDP-galactopyranose mutase (Mycobacterium tuberculosis (strain ATCC 25618 / H37Rv)), …; purified UGM, fluorescence polarization probe displacement; inhibition, % at 10 µM; actives 0.06% (n = 320,000); AID 504406, 2011; in the data active means inhibition above about 10%, passing the limit was not always enough; inconclusive means no clear call, values can overlap the other calls
# Target sequence (P9WIQ1 whole entry, looked up): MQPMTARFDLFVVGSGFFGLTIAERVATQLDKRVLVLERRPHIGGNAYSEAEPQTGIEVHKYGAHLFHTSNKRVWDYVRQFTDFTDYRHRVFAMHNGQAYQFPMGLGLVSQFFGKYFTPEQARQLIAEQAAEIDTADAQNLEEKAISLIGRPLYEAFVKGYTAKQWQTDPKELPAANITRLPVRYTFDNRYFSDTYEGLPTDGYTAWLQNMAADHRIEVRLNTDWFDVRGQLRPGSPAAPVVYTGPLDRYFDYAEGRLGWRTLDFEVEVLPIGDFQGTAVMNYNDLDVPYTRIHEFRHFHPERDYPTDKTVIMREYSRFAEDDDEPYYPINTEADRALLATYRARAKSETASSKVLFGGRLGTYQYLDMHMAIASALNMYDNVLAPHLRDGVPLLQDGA
# GDH-TPI inh – GDH-TPI coupling enzyme inhibitors, primary screen, artefact control for M. tuberculosis FBA inhibitor project, biochemical, absorbance, full deck; GDH-TPI coupled enzyme counterscreen, NADH absorbance; inhibition, % at 4.8 µM; actives 1.2% (n = 360,000); AID 588335, 2011;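 further: 0% = DMSO wells and 100% = wells lacking the enzyme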
# BoNT F protease – BoNT/F light chain protease inhibitors, primary screen, biochemical, flow cytometry, MLPCN library. Botulinum neurotoxin type F light chain protease (Clostridium botulinum). Multiplex microsphere protease cleavage assay. inhibition, % at 10 µM. actives 0.22% (n = 360,000); in the data active means inhibition above about 35%, passing the limit was not always enough; inconclusive means no clear call, values can overlap the other calls; further: plate controls were buffer without enzyme for full effect and enzyme alone for no effect
# An asterisk follows results filed as active; ? = inconclusive; . = no result given. Unless noted, no stated cut-off is given here; in the data, active means inhibition above about 30%; inactive means the rest.
SMILES,CCHFV vOTU inh,FBA Mtb inh,BoNT-A LC inh2,Mtb BioA inh,PrPC TRFRET,FadD28 binding,UGM FP inh,GDH-TPI inh,BoNT F protease
Cc1ccccc1CNC(=O)c1csc([C@H]2C[C@H](O)[C@@H](CO)O2)n1,-12,-1,-0.1,7.3,0,-0.3,.,5,-4
CCS(=O)(=O)Nc1ccc(C(=O)NCCSc2ccccc2)cc1,1,0,1.6,-0.3,18,-0.7,1.1,6,-32
CCN(Cc1ccncc1)C(=S)Nc1c(C)cccc1C,-22,2,-0.1,-1.0,3,-1.7,0.5,1,-2
Cc1ccc(N2C(=O)[C@@H]3C(c4cccnc4)=NO[C@@H]3C2=O)cc1,-4,1,-8.9,8.0,12,-3.3,1.3,-14,-49
CC1CCCC(NC(=O)c2ccc3snnc3c2)C1C (configuration not stated),9,-1,-1.0,3.1,-7,-0.9,0.1,1,0
Cc1cccc(NC(=O)CCNS(=O)(=O)c2ccc(Cl)cc2)c1,8,2,-0.1,-0.9,5,1.8,-5.4,-4,-7
O=C(NN=C(Cc1ccccc1)Cc1ccccc1)c1ccccc1F,17,0,0.4,.,1,0.5,2.0,-3,2
COc1ccc(C(=O)COC(=O)C(CCCCN2C(=O)C3C4C=CC(C4)C3C2=O)N2C(=O)C3C4C=CC(C4)C3C2=O)cc1 (configuration not stated),21,-3,-1.2,.,-4,1.0,.,0,-5
Cc1ccc(-n2c(SCC(=O)N(C)C3CCS(=O)(=O)C3)nc3ccccc3c2=O)cc1 (configuration not stated),-15,1,0.3,.,0,-2.1,-3.4,9,-1
CCCCNC(=O)c1onc(CSc2ccc(C)c(C)c2)c1C(=O)O,9,1,-0.2,0.2,4,-0.4,4.1,-3,-2
CCOc1ccc(S(=O)(=O)N2CCN(CC(O)COc3cccc([N+](=O)[O-])c3)CC2)cc1 (configuration not stated),17,-2,-2.1,-1.7,-12,-2.8,-0.5,11,3
COc1ccc(-c2coc3cc(OC)cc(OC)c3c2=O)cc1,2,7,0.3,0.6,-1,-1.4,-0.3,4,2

# Reformatted as tab-separated lines: 2 of the compounds above.
Structure	CCHFV vOTU inh	FBA Mtb inh	BoNT-A LC inh2	Mtb BioA inh	PrPC TRFRET	FadD28 binding	UGM FP inh	GDH-TPI inh	BoNT F protease
Cc1ccc(N2C(=O)[C@@H]3C(c4cccnc4)=NO[C@@H]3C2=O)cc1	-4	1	-8.9	8.0	12	-3.3	1.3	-14	-49
CC1CCCC(NC(=O)c2ccc3snnc3c2)C1C (configuration not stated)	9	-1	-1.0	3.1	-7	-0.9	0.1	1	0

# New compounds follow
SMILES,CCHFV vOTU inh,FBA Mtb inh,BoNT-A LC inh2,Mtb BioA inh,PrPC TRFRET,FadD28 binding,UGM FP inh,GDH-TPI inh,BoNT F protease
CCOC(=O)/C(=N\Nc1ccccc1)P(=O)(c1ccccc1)c1ccccc1,4,2,-1.7,1.9,-1,-1.9,-0.3,51*,?
NC(=O)c1ccc(Oc2ccc(Cl)c3ccccc23)c([N+](=O)[O-])c1,-10,-3,0.1,.,-5,-1.0,-0.4,5,4
O=C(C1CCCCC1)N1C[C@@H](n2cc(-c3ccc(F)cc3)nn2)[C@H](O)C[C@@H]1c1ccc(Cl)cc1,7,-2,-0.4,-2.6,1,-3.3,.,4,1
CCOC(=O)C1CCCN(Cc2cc(Br)ccc2OC)C1 (configuration not stated),5,-1,0.5,-0.8,-1,-4.7,-0.9,3,4
Cc1c(C(=O)N2CCN(c3ccc([N+](=O)[O-])cc3)CC2)oc2ccccc12,13,-5,0.8,-0.8,-16,-3.2,-0.3,21,6
O=S(=O)(N1CCCCC1)N1CCN(c2ccc(F)cc2)CC1,4,0,0.1,0.0,4,-0.3,-1.0,2,-8
O=C(Nc1nnc([C@@H]2C[C@H](O)[C@@H](CO)O2)s1)NC1CCCCC1,-6,3,0.0,-1.7,7,-1.5,.,12,-5
COCCN(C(=O)CCC(=O)Nc1cc(C)on1)C(C(=O)NC1CCCC1)c1ccc(C(C)C)cc1 (configuration not stated),-5,3,2.4,0.1,1,0.5,2.2,12,6
O=C(COC(=O)Cc1ccsc1)NCc1ccccc1,-2,1,0.5,.,-6,-2.9,-0.8,2,-8
COCCNC(=S)Nc1cc(OC)c(OC)cc1C#N,9,-1,-0.1,.,-6,-0.5,.,5,-3
COc1ccc(NC(=O)CCCCCn2nnc3ccccc3c2=O)cc1OC,-7,2,1.3,-1.1,3,-3.7,1.4,9,8
Cc1nnc(SCc2ccccc2)n1N,-2,0,0.6,-1.1,3,-1.6,1.9,3,16

# Arranged by molar mass (smallest number first): seven of the compounds above
SMILES,CCHFV vOTU inh,FBA Mtb inh,BoNT-A LC inh2,Mtb BioA inh,PrPC TRFRET,FadD28 binding,UGM FP inh,GDH-TPI inh,BoNT F protease
Cc1nnc(SCc2ccccc2)n1N,-2,0,0.6,-1.1,3,-1.6,1.9,3,16
O=S(=O)(N1CCCCC1)N1CCN(c2ccc(F)cc2)CC1,4,0,0.1,0.0,4,-0.3,-1.0,2,-8
NC(=O)c1ccc(Oc2ccc(Cl)c3ccccc23)c([N+](=O)[O-])c1,-10,-3,0.1,.,-5,-1.0,-0.4,5,4
CCOC(=O)C1CCCN(Cc2cc(Br)ccc2OC)C1 (configuration not stated),5,-1,0.5,-0.8,-1,-4.7,-0.9,3,4
Cc1c(C(=O)N2CCN(c3ccc([N+](=O)[O-])cc3)CC2)oc2ccccc12,13,-5,0.8,-0.8,-16,-3.2,-0.3,21,6
CCOC(=O)/C(=N\Nc1ccccc1)P(=O)(c1ccccc1)c1ccccc1,4,2,-1.7,1.9,-1,-1.9,-0.3,51*,?
COc1ccc(NC(=O)CCCCCn2nnc3ccccc3c2=O)cc1OC,-7,2,1.3,-1.1,3,-3.7,1.4,9,8

# Next structures follow:
SMILES,CCHFV vOTU inh,FBA Mtb inh,BoNT-A LC inh2,Mtb BioA inh,PrPC TRFRET,FadD28 binding,UGM FP inh,GDH-TPI inh,BoNT F protease
Cc1cc2c(Nc3ccccc3O)ncnc2s1,8,-2,0.4,1.8,20,-4.5,.,-7,-6
COc1ccc(S(=O)(=O)Cc2ccc(C(=O)NCc3ccc(C)cc3)o2)cc1,9,-6,0.0,1.2,5,-3.5,-0.6,-9,-2
CN(C)/C=N/c1cc(=O)n(C)c(=O)n1Cc1ccccc1,0,0,-0.1,-0.6,-4,-1.6,-0.2,12,-8
C[C@@H]1Cc2[nH][nH]c(=O)c2[C@H](c2ccc(Cl)cc2)O1,-4,.,-0.2,.,-5,.,.,.,2
COC(=O)Nc1nc2ccc(C(=O)c3cccs3)cc2[nH]1,14,-3,0.6,2.5,8,-4.3,-2.3,14,2
O=C(COC(=O)c1cccc2ccccc12)NCC1CCCO1 (configuration not stated),0,36*,0.5,.,2,-2.3,-3.0,3,-4
O=C(O)Cc1ccc2c(c1)Cc1cccnc1O2,5,1,-1.1,-0.2,1,-2.4,.,9,-8
Cc1ccc(OCC(O)CN2CCN(c3ccc(C)cc3)CC2)cc1 (configuration not stated),12,3,-0.8,-0.4,-2,-1.0,-5.3,-13,?
CCN1CCN(c2ccc(NC(=O)C(C)C)cc2Cl)CC1,-5,-2,-0.6,0.7,-4,0.3,-5.5,12,-2
CCCOc1ccc(-c2cn3ccccc3n2)cc1,-28,30*,-0.9,.,3,-2.5,1.2,3,-8
CC1=C(C(=O)N(C)C)CC(CC(=O)NCc2ccco2)C(=O)N1Cc1ccccc1 (configuration not stated),4,3,-0.5,-1.8,-3,-2.6,.,5,-2
COc1cc(/C=C2\SC(c3ccc(C)cc3)=NC2=O)ccc1O,13,3,-1.5,.,4,2.2,-0.3,25,-17
Cc1cc(Sc2nnc(N)s2)c2ccccc2n1,-6,-21,.,.,2,-0.7,4.5,11,.
Cc1nc2ccccc2n1C(=O)c1ccc(Cl)cc1[N+](=O)[O-],7,-3,0.1,.,-7,-0.5,3.6,0,-3
CCn1c(Cc2ccccc2)nnc1SCC(=O)Nc1ccccc1N1CCOCC1,-6,-3,0.5,1.5,9,0.5,-0.7,3,-9
COc1ccc(C(=O)NC(CCSC)C(=O)NCc2nnc3ccccn23)cc1 (configuration not stated),2,3,-4.7,-0.4,-6,-0.3,.,5,-7
COC(=O)c1ccc(COc2cc(C)cc3oc(=O)c4c(c23)CCCC4)o1,-11,4,-1.1,-1.4,-7,0.7,1.0,8,-8
C=CCSc1nnc(Cc2cc(=O)[nH]c(=O)[nH]2)n1-c1cc(C)ccc1C,-9,-3,-0.6,.,3,-3.5,-1.2,1,-3
CCc1cc(C(=O)Nc2ccc(C)cc2Br)cs1,5,-7,-0.1,.,-2,-1.9,3.7,13,4
O=C1CCN(CCc2ccccc2)CCN1[C@H](COc1ccccc1)c1ccccc1,12,-2,-0.1,-0.5,-6,-3.7,1.4,-7,-10
Cc1cccc(OCC(=O)Nc2ccc(C(=O)c3ccc(C(=O)O)cc3)cc2)c1,12,-3,0.2,0.9,5,1.0,0.7,3,-8
CC(C)(C)NC(=O)CSc1nncn1NCc1c(Cl)cccc1Cl,-4,-2,0.8,-1.5,-1,-2.1,5.8,-6,-2
CCc1ccccc1NC(=O)CN(C)C(=O)COC(=O)c1ccco1,11,1,-0.2,0.6,-4,-1.3,0.8,6,-2
Nc1cccc(O)c1,8,3,-0.2,-0.5,1,-2.5,2.0,1,2
O=c1c2c(nc3nc(NCc4cccc5ccccc45)[nH]n13)CCC2,8,0,-0.2,-0.9,6,1.3,5.3,2,0
CCC(=O)c1c[nH]c(C(=O)NCc2ccccc2OC)c1,10,4,0.9,-1.3,3,-0.3,0.2,-4,5
Cc1ccc(NC(=O)Cc2ccccc2)cc1S(=O)(=O)N1CCOCC1,-1,1,-1.1,-1.7,-2,-0.6,0.2,5,-5
Cc1nc2ccccc2cc1C(=O)NCc1ccco1,6,1,-0.2,4.3,-1,-1.4,-2.6,6,-10
COCc1nc(-c2ccc(-c3ccc(C)cc3)nc2OC)no1,3,-1,-1.7,-1.2,-2,0.6,2.5,25,-8
CCCc1nc2scc(-c3ccc(C)cc3)c2c(=O)n1N,11,0,0.9,-0.9,7,-11,-1.5,1,0
Cc1ccc(-n2c(SCC(=O)Nc3ccc(C(=O)O)cc3)nnc2-c2ccncc2)cc1,-6,-5,-0.8,5.3,-2,-3.8,-4.2,6,-3
Cc1ccc(OCC(=O)c2cc(C)n(-c3cc(C)on3)c2C)c([N+](=O)[O-])n1,-3,9,-3.3,13,-7,0.7,.,9,-6
O=c1[nH]c(NCCO)nnc1Cc1ccc(Cl)cc1,3,0,-0.8,-0.5,0,-1.0,-0.6,-1,?
Cc1cc(C(=O)Nc2ccc(Cl)c(S(=O)(=O)N3CCOCC3)c2)c2ccccc2n1,3,-2,4.1,0.7,-7,-6.7,-3.9,-4,?
O=C1CCC(C(=O)OC(C(=O)Nc2cc(Cl)cc(Cl)c2)c2ccccc2)=NN1 (configuration not stated),-4,-1,-3.1,-0.1,6,.,-2.6,5,-1
Cc1cc(NS(=O)(=O)c2ccc(NC(=O)c3ccc(F)cc3)cc2)nc(C)n1,-6,0,0.3,-3.6,0,-1.0,-0.5,-4,7
O=P(O)(O)C(O)C(F)(F)C(F)(F)C(F)(F)C(F)F (configuration not stated),13,-3,-0.2,0.0,0,-1.0,-0.3,8,19
